Bioassay records from PubChem BioAssay.
GAA850 FXN act: increases GAA850 frataxin promoter reporter activity | activation, % at 6 µM | actives 0.56% (n = 360,000) | HEK293 lucGAA850 FXN promoter luciferase reporter, 24 h; percent of 10 µM SAHA response;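 active means activation above the average of all compounds screened plus 3 SD, cutoff fixed separately per campaign, cut at about 7.5% in these data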;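 further: 0% = DMSO wells and 100% = 10 µM SAHA wells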
SMARCA2 activ: increases SMARCA2 function in MMTV reporter cells | MG213 cells, MMTV-luciferase reporter, dexamethasone, overnight | activation, % at 9.1 µM | actives 1% (n = 370,000); in the data active means activation above about 7.8%;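 further: 0% = vehicle wells and 100% = reference activator wells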
NPR1 activator: GC-A (human) enzyme activation; P16066; HEK293 GC-A cells, cGMP TR-FRET, EC30 ANP; 0% at EC30 ANP, 100% saturating ANP; actives 0.14% (n = 370,000); activation, % at 10 µM; in the data active means activation above about 40%
ssDAF-12 act: activators of S. stercoralis DAF-12 nuclear receptor. HEK293 ssDAF-12/GRIP1 lit1-tk-luc reporter, luminescence; % of 3 µM dafachronic acid response. activation, % at 6.8 µM. actives 1% (n = 370,000). AID 652126;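 active means activation above the mean over all tested compounds plus 3 SD, cut at about 0.9% in these data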;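 further: 0% = DMSO-only wells and 100% = 3 µM delta7-dafachronic acid wells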
DAX1 inh-1: NR0B1 (DAX1) inhibition | P51843 | AID 504766 | inhibition, % at 6.75 µM | actives 0.99% (n = 340,000) | HEK293 Gal4-DAX1 luciferase reporter, luminescence;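 active means inhibition above the mean over all tested compounds plus 3 SD, cut at about 4.2% in these data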;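 further: 0% = DAX1-transfected cells with DMSO and 100% = empty-vector control cells with DMSO; inhibition shows as a rise in luminescence from relieved DAX1 repression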
DAX1 inh-2: DAX1 (NR0B1) inhibition, primary screen. HEK293T StAR-luciferase reporter, SF-1/DAX-1 repression relief. inhibition, % at 6.8 µM. actives 1.1% (n = 370,000). AID 652010;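 active means inhibition above the mean over all tested compounds plus 3 SD, cut at about 3.6% in these data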;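 further: 0% = DAX-1 cells with DMSO and 100% = cells lacking DAX-1 with DMSO; higher inhibition means more luminescence from relief of DAX-1 repression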
GC-B act: GC-B (human) receptor activation; P20594; HEK293-GC-B cells, CNP EC30, cGMP TR-FRET; 0% at EC30 CNP, 100% saturating CNP; activation, % at 10 µM; actives 0.11% (n = 370,000);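 active means activation at 10 µM reaching about 35% in either raw or pattern-adjusted values, limit read from the data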
hcDAF-12 act: H. contortus DAF-12 activation, primary screen; HEK293 hcDAF-12 lit1-tk-luc reporter, luminescence; 0% DMSO, 100% Δ7-dafachronic acid; activation, % at 6.8 µM; actives 1.4% (n = 370,000); AID 652067;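 active means activation above the mean of all tested compounds plus 3 SD, cut at about 5.5% in these data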;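 further: 100% = response to 3 µM Δ7-dafachronic acid high control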
sPLA2-III inh: Blocks human group III sPLA2 activity; Q9NZ20; QFRET BODIPY PC-A2 liposome hydrolysis, fluorescence; inhibition, % at 12.2 µM; actives 0.56% (n = 370,000);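 active means inhibition above mean plus 3 SD of compounds lying within the high and low control bounds, cut at about 19% in these data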;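 further: 0% = median of test compound wells and 100% = no enzyme DMSO wells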
hgDAF-12 ag: agonists of H. glycines DAF-12 nuclear receptor; HEK293 GAL4-hgDAF12 UAS-luciferase reporter, agonist luminescence; normalized to butyrate control; activation, % at 6.8 µM; AID 687014; actives 1.8% (n = 370,000);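 active means activation above a cutoff set at the mean of all screened compounds plus 3 SD, cut at about 10% in these data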;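 further: 0% = DMSO wells and 100% = sodium butyrate wells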
ADAM10 inh: ADAM10 inhibition, QFRET primary screen; O14672; inhibition, % at 7 µM; AID 720582; actives 0.62% (n = 370,000); recombinant ADAM10, EDANS/DABCYL FRET peptide cleavage, 3 h;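 active means inhibition above a per-campaign cutoff equal to the mean of compounds falling between control-based bounds plus 3 SD, cut at about 20% in these data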;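 further: 0% = DMSO wells while the 100% control is not disclosed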
Starred values were filed as active, the others as inactive; i = inactive; x = no result given.

smiles,DAX1 inh-1,ssDAF-12 act,hcDAF-12 act,DAX1 inh-2,hgDAF-12 ag,sPLA2-III inh,ADAM10 inh,NPR1 activator,SMARCA2 activ,GAA850 FXN act,GC-B act
Cc1ccccc1NC(=O)Nc1ccc2c(c1)OCO2,1.3,-0.3,0.2,3.4,8.2,9,-6,3,1,2.6,0
CCCn1c(=O)c(C(=O)Nc2ccccc2C)c(O)c2ccccc21,0.8,-0.5,1.7,0.7,3.5,0,-4,1,-1,1.5,-6
COc1cc(OC)cc(C(=O)NCC(=O)N2CCN(Cc3ccccc3)CC2)c1,0.0,-1.6,-0.9,-1.1,-2.5,10,-11,0,-2,0.3,-1
Cc1cc(Cl)ccc1OCc1nnc2n1CCCCC2,-1.1,-1.6,-1.5,-0.5,-5.9,-1,0,-2,-2,0.3,0
O=C(CN1C(=O)c2ccccc2C1=O)Nc1ccc(N2CCOCC2)cc1,0.9,-1.1,-0.4,-0.5,1.1,-2,1,-1,0,0.8,-2
CC(OC(=O)c1cc[n+]([O-])cc1)C(=O)Nc1ccc(C(N)=O)cc1 (centres undefined),1.3,-1.5,-1.2,-1.4,-0.5,3,1,-1,-2,1.5,2
CC(C)N(C(=O)C(F)(F)F)C(C(=O)NC1CCCCC1)c1ccncc1 (centres undefined),0.5,-0.1,-1.4,0.2,-1.0,1,-1,1,-4,1.5,4
c1nc(N2CCN(Cc3ccc4c(c3)OCO4)CC2)c2[nH]cnc2n1,-0.7,-1.4,-1.0,0.1,-0.6,1,4,-3,6,-1.8,-1
CCNC(=O)C1CCCN(C(=O)c2ccco2)CC1 (centres undefined),x,-1.1,0.0,0.8,1.0,9,-13,6,-3,2.2,1
CCCCN(C(=O)c1ccc(S(=O)(=O)N2CCCC2)cc1)C1CCS(=O)(=O)C1 (centres undefined),0.3,-1.1,-2.1,0.9,0.4,-2,6,0,-1,0.5,1
O=C(Nc1cccc(Cl)c1N1CCCC1)c1ccc([N+](=O)[O-])o1,0.4,-1.2,-0.8,0.2,-4.9,0,4,-7,5,1.8,-5
CCN(CC)S(=O)(=O)c1ccc(N2CCCC2)c(NC(=O)C2=COCCO2)c1,0.4,-0.7,0.4,2.9,2.9,-3,-7,-3,-1,-1.3,1
CCOCCCNC(=O)C1CCN(C(=O)Nc2ccc(C)cc2)CC1,0.5,-1.4,0.8,0.8,1.0,3,1,-1,2,3.4,-1
CN1CCN(C(=O)c2ccc3ccccc3c2)CC1,0.5,-1.3,0.6,-0.2,1.5,0,-6,1,-1,3.0,6
CCn1cc(/C=C(\NC(=O)c2ccc(OC)cc2)C(=O)N2CCOCC2)c2ccccc21,0.2,-0.9,-1.9,0.3,0.9,-12,5,0,-1,3.5,-1
CC1=C(C(=O)N2CCN(c3cc(C)ccc3C)CC2)C2(CCCCC2)OC1=O,2.7,-1.7,1.1,0.8,1.4,2,-8,-6,1,1.3,0
COc1ccc(N(CC(=O)Nc2ccccc2C(N)=O)S(=O)(=O)c2ccc(C)c([N+](=O)[O-])c2)cc1,1.0,-1.2,-0.5,0.5,2.0,-6,2,-3,-4,1.6,-3
CCNc1cc(N2CCOCC2)nc(SC)n1,1.5,-1.8,-0.6,-1.2,-1.8,0,0,5,3,-1.6,-4
CCOc1cc(Cl)c(S(=O)(=O)NCc2ccccn2)cc1Cl,-1.6,-1.5,-0.7,-0.4,-3.5,5,-3,0,-4,1.2,-1
O=C(O)CCc1nn2cc(-c3ccccc3)nc2[nH]c1=O,0.2,-0.8,-0.4,0.4,3.0,-2,i,10,1,-2.8,0
CCOC(=O)N1N=C(c2ccccc2)CC1(O)C(F)(F)F (centres undefined),1.4,-0.8,1.9,1.2,9.9,-5,2,-4,3,-0.6,1
CCOC(=O)CSc1nnc(COc2cccc(C)c2)o1,x,-1.2,-1.9,-0.3,-0.7,-7,5,-3,0,1.1,-2
CC(C)C(=NO)c1ccccc1,-0.4,-0.7,-0.5,-1.6,-1.0,6,-12,2,2,-0.5,3
CCCN1C(=O)/C(=C/c2cc(C)n(C)c2C)SC1=Nc1ccc(OC)cc1,0.7,-1.1,-2.8,-0.2,-1.1,-7,11,2,3,15*,0
Cc1c(C(=O)N(Cc2ccccc2)C(C)C)oc2ccc(S(=O)(=O)N3CCOCC3)cc12,-1.0,-1.4,-4.4,-1.0,-3.4,-13,5,4,0,1.3,6
Cc1ccc(C(=O)NCC(c2ccco2)N2CCOCC2)cc1 (centres undefined),-0.2,-1.0,0.5,0.9,2.9,-1,-6,2,-2,-0.1,3
Cc1ccc(-c2nnc3n2N=C(c2ccccc2)CS3)cc1,-1.5,-1.0,-2.7,-1.5,0.5,-4,-3,-2,3,3.2,-1
O=[N+]([O-])c1ccc(O)c(/C=N/Nc2ncnc3c2cnn3-c2ccccc2)c1,-1.2,-0.4,-0.5,-0.5,-2.3,7,6,10,-2,2.2,-3
Cc1nnc(NC(=O)CSc2ncn(-c3ccccc3)n2)s1,-0.2,-1.1,-0.4,-0.2,-3.5,-2,1,-4,2,-0.8,-1
CCn1cc(/C=C/c2cc[n+](C)cc2)c2ccccc21,-2.1,-1.8,-4.7,-1.8,-9.7,-87,19,-16,-4,-2.3,-7
Cc1cc(N2CCN(C)CC2)nc2ccc(NC(=S)N3CCN(c4cccc(Cl)c4)CC3)cc12,0.9,-1.5,0.7,0.1,0.1,-3,-319,3,-1,-0.1,5
CN(C(=O)CS(=O)(=O)c1cccc(Cl)c1)c1ccccc1,-0.4,0.1,-0.9,-0.2,1.6,-17,2,-5,-2,0.5,-2
CN(C)c1ccc(C=NCCC2(O)CCOC(C)(C)C2)cc1 (centres undefined),-1.2,-0.6,1.1,-0.6,2.2,4,1,3,1,0.5,4
Cn1c(=O)c2c(nc(NCc3ccccc3)n2CCCc2ccccc2)n(C)c1=O,-2.1,-1.6,-1.5,-0.8,0.0,3,2,15,-3,-2.9,10
Cc1cccc(C(=O)N[C@@H]2c3ccccc3C[C@@H]2O)n1,0.1,-1.0,-1.3,-0.5,0.6,2,-5,-1,0,1.2,2
C/C(=N\NC(=O)c1cccc([N+](=O)[O-])c1)c1cccnc1,-0.8,-1.0,0.0,-0.5,3.1,4,10,0,6,1.5,1
CCOc1ccccc1-n1nnnc1SCC(=O)Nc1cc2oc3ccccc3c2cc1OC,0.1,0.1,2.2,0.1,-1.3,0,6,-3,4,0.8,0
O=C1NCCN1CCNS(=O)(=O)c1ccc2ccccc2c1,0.3,-1.1,-0.5,-0.5,1.2,1,10,1,2,-1.5,10
CC(C)C(=O)N1CCN(c2ccc(NC(=O)c3ccc([N+](=O)[O-])o3)cc2Cl)CC1,-2.1,-2.2,-4.8,-3.3,-8.1,-8,-1,2,1,6.1,-2
COC(=O)c1nn(C23CC4CC(CC(C4)C2)C3)c2c1C(=O)N(c1ccc(F)cc1)C2=O,0.0,-0.9,-0.7,-0.3,-1.9,0,4,0,-2,-2.9,-3
COc1cc(OC)nc(/N=C/NO)n1,x,-1.4,-0.1,0.5,-1.1,-2,4,0,-4,1.0,1
COc1ccc(C(=O)NNC(=O)c2cc3cccc(OC)c3oc2=O)cc1,1.4,-1.1,-0.9,0.6,1.7,8,-5,-2,4,3.2,-5
COc1ccc(CN(C(=O)CN2C(=O)c3ccccc3S2(=O)=O)C(C(=O)NCC2CCCO2)c2ccco2)cc1 (centres undefined),0.1,-1.1,-2.5,-0.4,1.1,8,5,4,-3,-0.3,1
COc1ccc(C(=O)NC(=S)Nc2ccc(N3CCOCC3)c(Cl)c2)cc1[N+](=O)[O-],-1.6,-2.2,-3.2,-1.4,-2.4,6,19,1,0,1.4,-1
CCCCN(C(=O)c1c(C)[nH]c(C(=O)OCC)c1C)c1ccccc1,-1.2,-1.9,-2.1,-0.6,-1.0,-4,5,-5,1,1.4,-4
CCS(=O)(=O)c1nc(S(=O)(=O)c2ccc(Cl)cc2)c(NCCCN2CCOCC2)s1,0.0,-0.6,-0.3,-0.1,-0.6,-2,-2,1,-2,0.6,-2
CC(C)CCNC(=O)C(c1cccnc1)N(CCc1ccccc1)C(=O)Cn1nnc2ccccc21 (centres undefined),-0.3,-0.6,-0.7,0.0,1.2,-4,3,-4,-2,0.1,0
O=C(OCC1COc2ccccc2O1)c1c(F)cccc1F (centres undefined),1.1,-1.2,0.8,0.6,2.4,-5,2,5,2,0.8,7
CCC(C)[C@H](NC(=O)[C@@H]1Cc2c([nH]c3ccccc23)C2c3ccccc3C(=O)N21)C(=O)NCC1CCCO1 (some centres undefined),0.5,-1.7,0.5,-1.6,-0.4,-15,-49,-12,0,-6.3,-12
COc1cccc(NC(=O)NCc2cccn2C)c1,-0.5,-0.9,1.8,0.3,0.3,-8,-2,-2,1,0.8,10
CC(=O)c1cc(C#N)c(SCc2ccc(F)cc2)nc1C,0.3,-1.1,1.6,-0.7,0.3,1,-1,9,2,6.9,6
